Eya2 inh: blocks the phosphatase activity of human Eya2. 330,000 compounds, 0.006% hits. Potency, µM (highest dose often 76.9 µM), for the others: top-dose activity, negative = inhibition, usual class: inhibitors. recombinant Eya2, OMFP fluorescence dephosphorylation (OMFP is methylfluorescein phosphate). O00167; further: potency means the concentration at half of the fitted maximal effect
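Eya2 (0.2 uM) preincubated 10 min at ambient with compound, then OMFP substrate added at 50 uM; 10 min reaction in 50 mM HEPES pH 7.5, 50 mM NaCl, 5 uM MgCl2, 0.05% BSA, 1 mM DTT. Fluorescence read at Ex 485/Em 525 nm.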
KCNH2 3.1 block: KCNH2 3.1 (human) potassium channel inhibition. U2OS KCNH2 3.1, thallium flux FluxOr; stronger effect = lower value. activity change, % (tested at about 1.8 µM). 340,000 compounds, 0.95% hits. AID 720553;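 active means maximum activity change below -70%; inconclusive means maximum activity change from -70% to -50%; inactive means maximum activity change above -50%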;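 further: thallium influx rate constant from kinetic fluorescence after stimulation buffer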
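Channel expression came from 3.1 mutant virus (1.77 x 10^8 /mL) applied to suspended U2OS cells for 4 h. Flux was tracked with FluxOr dye plus Red40 quencher, and kinetic rate constants normalized to controls.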
PKM2 act: PKM2 (human) enzyme activation; P14618; purified PKM2, Kinase-Glo ATP luminescence, activation; response scale: 0% is enzyme alone, no compound; Potency, µM (doses to about 57.5 µM), inactives show top-dose activation, most hits filed as activators; 260,000 compounds, 0.34% hits; AID 1631; further: potency means the concentration at half of the fitted maximal effect; nearly all actives have a fitted effect of over 55% in size
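Purified hPK-M2 (>95% pure) converted ADP (0.1 mM final) to ATP with 0.5 mM PEP in 50 mM imidazole pH7.2, KCl, MgCl2, Tween 20, BSA; 1 h at room temperature. ATP detected by Kinase-Glo luminescence.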
USP2a block: USP2a (human) protease inhibition. 330,000 compounds, 0.01% hits. USP2 core, Ub-CHOP2 coupled fluorogenic reporter, 485/531. Potency, µM (series often up to 38.3 µM), for the others: at the highest dose activity change, negative = inhibition, hits mostly inhibitors;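 further: potency means the concentration at half of the fitted maximal effect; plate controls were DMSO wells for no effect and full inhibition by NEM control for full effect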
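Cell-free coupled assay: 10nM USP2 core preincubated 30min RT with compound in Tris-HCl pH 8.0/CaCl2/CHAPS buffer, then 25nM Ub-CHOP2 and 25nM reporter substrate; fluorescence (Ex 485/Em 531) read after 60min RT, normalized to NEM inhibition, concentration-response curves fitted.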
Chronic BCR inh: chronic active BCR signaling inhibition; ABC-DLBCL IkBa-CBG/CBR reporter, luminescence ratio, 4 h; Potency, µM (top dose mostly 46.1 µM), for inactives: at the top dose ratio change, negative = lower green/red ratio, actives largely listed as inhibitors; 340,000 compounds, 0.05% hits; AID 493014; active means well fitted inhibition curve with a large enough effect in the signal ratio, with a control signal flat, not every such curve was filed as active; inconclusive means small, poorly fitted or top-dose-only effect, or effect the other way, or a change in a side signal; the % refers to the signal ratio;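 further: potency means the concentration at half of the fitted maximal effect; plate controls were basal doxycycline-induced cells for no effect and cells given 10 µM MG132 for full effect; MG132 reads +100%, hits lower the ratio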
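Doxycycline induced both beetle luciferases in TMD8 lymphoma cells; IKK-driven degradation limits the IkappaBalpha-fused green signal, while red luminescence normalises for cell number and nonspecific effects. Compounds tested up to 46 uM, 4 hrs.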
Giardia kill: Giardia lamblia killing; Giardia lamblia trophozoite viability; activity change, % at 7.66 µM, hits read low; 340,000 compounds, 0.15% hits; in the data active means activity change below about -80%; inconclusive means between about -30% and that limit;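 further: parasites exposed to compound for two days anaerobically before the ATP read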
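Luminescent ATP signal served as the viability read-out, measured 15-30 min after adding ATP detection reagent to trophozoites that had been incubated with compounds for 48 hrs at 37 deg C anaerobically at 100 cells/well.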
Coupling enz: coupling enzyme interference in Giardia aldolase counter-screen | coupling enzyme system counterscreen, AmpLite Red fluorescence | activity change, negative = inhibition, % at 58.2 µM, hits read low | 290,000 compounds, 0.67% hits; in the data active means activity change below about -30%
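Fluorescence at 525 nm excitation and 598 nm emission measured inhibition of the coupled detection system without aldolase. Compounds (at 57.5 uM final) were preincubated 10 min at room temperature with coupling enzyme reagent before a 20 min substrate/AmpLite Red step.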
B2AR arrestin: recruits beta-arrestin to the human beta2-adrenergic receptor. beta-arrestin recruitment to beta2AR, cell-based reporter. Potency, µM (top dose mostly 46.1 µM), without a hit: top-dose activation, usual class: activators. 330,000 compounds, 0.02% hits. AID 492947;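 further: potency means the concentration at half of the fitted maximal effect; 0% = DMSO controls and full agonism = EC100 isoproterenol or metaproterenol; nearly all actives have a fitted effect of over 65% in size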
Target sequence (P07550 whole entry, looked up): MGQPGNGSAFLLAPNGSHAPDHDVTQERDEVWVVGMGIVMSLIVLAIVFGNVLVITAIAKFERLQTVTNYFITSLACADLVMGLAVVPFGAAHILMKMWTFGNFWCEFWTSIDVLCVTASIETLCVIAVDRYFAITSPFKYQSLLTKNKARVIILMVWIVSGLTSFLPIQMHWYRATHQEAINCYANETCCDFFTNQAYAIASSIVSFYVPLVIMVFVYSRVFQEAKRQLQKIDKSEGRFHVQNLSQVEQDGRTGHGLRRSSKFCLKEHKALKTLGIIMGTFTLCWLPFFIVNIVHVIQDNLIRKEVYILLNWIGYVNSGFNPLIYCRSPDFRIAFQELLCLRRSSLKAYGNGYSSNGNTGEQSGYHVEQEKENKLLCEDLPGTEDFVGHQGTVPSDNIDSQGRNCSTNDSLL
KCNH2 WT inh: blocks the wildtype human KCNH2 potassium channel | Q12809 | U2OS, BacMam KCNH2, thallium flux FluxOr; stronger effect = lower value | activity change, % at 1.84 µM | 340,000 compounds, 0.37% hits | AID 720551;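 active means maximum activity change below -70%; inconclusive means maximum activity change between -70% and -50%; inactive means maximum activity change above -50%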
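U2OS cells transduced with wild-type KCNH2 virus are loaded with FluxOr dye for 45 min, and thallium flux is measured in kinetic reads before and after stimulation buffer. Rate constants are normalized to DMSO controls.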
GALK inhibitor: inhibitors of human galactokinase. P51570. Purified GALK, Kinase-Glo residual ATP luminescence. Potency, µM (top dose mostly 57.5 µM), for the others: top-dose activity change, negative = inhibition, actives largely listed as inhibitors. 270,000 compounds, 0.007% hits; further: potency means the concentration at half of the fitted maximal effect
Target sequence (P51570 whole entry, looked up): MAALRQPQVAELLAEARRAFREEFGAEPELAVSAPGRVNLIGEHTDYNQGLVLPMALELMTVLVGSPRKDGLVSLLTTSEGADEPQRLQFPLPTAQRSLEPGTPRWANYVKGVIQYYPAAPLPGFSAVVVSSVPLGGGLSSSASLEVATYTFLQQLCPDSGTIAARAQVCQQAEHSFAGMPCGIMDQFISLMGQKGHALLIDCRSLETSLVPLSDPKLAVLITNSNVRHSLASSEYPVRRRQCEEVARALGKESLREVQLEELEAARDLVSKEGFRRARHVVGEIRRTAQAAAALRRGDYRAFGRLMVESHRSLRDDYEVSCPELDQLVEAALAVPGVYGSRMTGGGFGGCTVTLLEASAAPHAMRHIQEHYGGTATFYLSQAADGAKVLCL
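GALK at 5 nM final was combined with compound, 35 uM ATP and 100 uM galactose in HEPES pH8.0 with MgCl2 and DTT. The reaction ran one hour at room temperature before luminescent ATP detection.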
uPA surface inh: inhibitors of cell surface uPA generation | Potency, µM (doses to about 38.3 µM), without a hit: at the highest dose activity change, negative = inhibition, usual class: inhibitors | cell surface uPA generation assay, qHTS | AID 540303 | 330,000 compounds, 0.31% hits; active means well fitted inhibition curve with a large enough effect; inconclusive means small, poorly fitted or top-dose-only effect; inactive means no such curve, though single readings can be large or run the other way; tested in mouse RAW 264.7 cells; further: potency means the concentration at half of the fitted maximal effect; nearly all actives have a fitted effect of over 55% in size
* hit, by the source's call; u = inconclusive; x = not tested or not shown; & = joins results of further samples; [ ] = dose if it differs, or a comment. Unless noted, the call rests on the fitted dose curve; in most records, active means well fitted curve in the direction sought with a large enough effect; inconclusive means small, poorly fitted or top-dose-only effect, or another doubt; inactive means no such curve, though single readings can be large; an effect the other way counts as inactive or inconclusive. Unless noted, on the % scale 0 is the no-effect control and ±100 the full control effect.

SMILES	Eya2 inh	KCNH2 3.1 block	PKM2 act	USP2a block	Chronic BCR inh	Giardia kill	Coupling enz	B2AR arrestin	KCNH2 WT inh	GALK inhibitor	uPA surface inh
CC(C)NC(=O)[C@]1(C)CCC[C@@]2(C)C3CC[C@@]4(C)C[C@]3(CCC21)CC4=O (stereo partly specified)	-11%	-9	x	-2%	u	-12	x	0.5%	-14	x	-1%
C/C(=N\NC(=O)CSCc1ccc([N+](=O)[O-])cc1)c1cccc(Br)c1	5%	-13	-2%	-1%	-3%	-7	-2	-0.6%	14	-3%	1%
Cc1cc(C)cc(N(CC(=O)NC2CC3CCC2C3)S(C)(=O)=O)c1 (stereo unspecified)	-1%	2	-5%	3%	3%	-7	2	0.0%	2	1%	4%
Fc1cccc(F)c1-n1c(CN2CCCC2)csc1=S	6%	18	-5%	-1%	5%	-12	9	-0.1%	-4	8%	2%
COc1ccc(CN(C(=O)c2ccco2)C2CC(C)N(C)CC2C)cc1 (stereo unspecified)	-4%	-16	22%	0%	1%	-13	4	4.5%	0	6%	1%
Cc1cccc(S(=O)(=O)N2CN(Cc3ccco3)c3nc4ccccc4nc32)c1	22%	-2	26%	0%	u	-18	0	-0.3%	-2	1%	2%
O=C(c1ccc2c(=O)n3c(nc2c1)CCCCC3)N1CCc2ccccc21	9%	2	1%	0%	6%	12	-2	0.4%	5	0%	4%
C=C(C)CN(CC)c1nc(N)c(C#N)c(CC#N)c1C#N	3%	22	22%	-2%	u	-6	-19	0.5%	-3	4%	-6%
Cn1nc(C(=O)NNC(=O)c2ccc(Cl)c(S(N)(=O)=O)c2)c2ccccc2c1=O	20%	-8	x	2%	-7%	7	x	-0.5%	0	x	-1%
CC(C)c1nnc(NC(=O)CCC(=O)NC2CCCCCCC2)s1	13%	3	9%	-3%	-7%	-7	1	-0.3%	-5	3%	x

3 entries picked at random from those above, as already listed:
SMILES	Eya2 inh	KCNH2 3.1 block	PKM2 act	USP2a block	Chronic BCR inh	Giardia kill	Coupling enz	B2AR arrestin	KCNH2 WT inh	GALK inhibitor	uPA surface inh
Cc1cccc(S(=O)(=O)N2CN(Cc3ccco3)c3nc4ccccc4nc32)c1	22%	-2	26%	0%	u	-18	0	-0.3%	-2	1%	2%
C/C(=N\NC(=O)CSCc1ccc([N+](=O)[O-])cc1)c1cccc(Br)c1	5%	-13	-2%	-1%	-3%	-7	-2	-0.6%	14	-3%	1%
Fc1cccc(F)c1-n1c(CN2CCCC2)csc1=S	6%	18	-5%	-1%	5%	-12	9	-0.1%	-4	8%	2%

New compounds follow
SMILES	Eya2 inh	KCNH2 3.1 block	PKM2 act	USP2a block	Chronic BCR inh	Giardia kill	Coupling enz	B2AR arrestin	KCNH2 WT inh	GALK inhibitor	uPA surface inh
COCc1nnc(NC(=O)c2cc(Cl)ccc2OC)s1	-6%	10	-24%	0%	-5%	-9	4	-0.3%	6	2%	-1%
COc1ccc(OC)c(S(=O)(=O)Nc2cc(Cl)cc(Cl)c2)c1	-3%	-46	-1%	-2%	-3%	5	5	0.0%	-12	0%	1%
Cc1ccccc1OCC(=O)Nc1nnc(C2CCCC2)s1	-1%	-4	x	0%	4%	-15	x	0.1%	-11	-7%	0%
CC(C)N(C(=O)COC(=O)c1ccc(O)cc1)C(C)C	5%	-1	-5%	1%	-6%	-16	0	-0.1%	-4	-2%	-2%
Cc1ccc(CCNC(=O)c2cc(-c3ccncc3)nc3ccccc23)cc1	-1%	-112*	0%	6%	4%	-7	1	-0.1%	-10	-2%	14%
COc1ccc(NC(=O)CSCC(=O)NC2(C)CCS(=O)(=O)C2)cc1 (stereo unspecified)	-7%	-3	-6%	0%	5%	-2	x	-0.6%	-4	-5%	-2%
CCCN(CC(=O)Nc1ccc(Cl)cc1Cl)Cc1cc(=O)n2ccsc2n1	4%	-42	0%	-1%	17%	-16	-2	0.4%	-2	-1%	5%
Cc1cccn2cc(-c3ccc(F)cc3)cc12	6%	-19	5%	-1%	6%	-12	0	0.0%	-7	-2%	0%
O=C(CCSc1nnc(-c2ccco2)o1)Nc1ccccc1	-11%	-3	5%	-1%	-6%	-14	3	-0.3%	-1	1%	4%
CCC(Sc1nc(N)cc(=O)[nH]1)C(=O)NC(C(=O)OC)c1ccccc1 (stereo unspecified)	4%	-4	-3%	-1%	0%	22	1	-0.2%	7	-5%	1%
CCn1nc(NS(=O)(=O)c2ccccc2[N+](=O)[O-])c2cc3cccc(C)c3nc21	6%	0	x	2%	4%	-4	x	-0.2%	-15	-5%	4%
COc1ccc2[nH]cc(CCNC(=O)CS(=O)(=O)Cc3ccccc3)c2c1	-9%	-6	-4%	1%	1%	9	2	-0.4%	5	-2%	2%
O=C(CN1C(=O)NC2(CCOc3ccccc32)C1=O)Nc1ccc(F)c(F)c1F (stereo unspecified)	12%	14	5%	6%	-12%	21	1	0.0%	6	0%	4%
C=CCN(CC=C)C(=O)c1ccc(OC2CCN(C(C)=O)CC2)c(OC)c1	-3%	-1	-4%	1%	-7%	1	-2	0.5%	2	0%	-1%
CC(=O)Nc1ccc(S(=O)(=O)NC(C)C(=O)NCCc2ccc(F)cc2)cc1 (stereo unspecified)	-11%	-10	0%	0%	u	8	-1	0.1%	2	11%	-3%
CN(c1ccccc1)S(=O)(=O)c1cccc(NC(=O)c2cncc(Br)c2)c1	0%	-26	2%	3%	u	-13	-1	0.0%	-2	-1%	3%
Cc1nnc(SCC(=O)NCc2ccccc2Cl)[nH]c1=O	-2%	x	0%	0%	2%	-1	6	0.2%	-5	0%	-3%
O=C(COc1cccc(NC(=O)c2cccc([N+](=O)[O-])c2)c1)c1ccc(Br)cc1	-8%	-23	-1%	0%	0%	-29	6	-0.3%	-11	-1%	-11%
Cc1ccc(C(=O)OCC(=O)NCc2cccs2)cc1S(=O)(=O)N1CCOCC1	11%	8	2%	8%	u	36[activator]	1	0.0%	13	0%	1%
Cc1ccc(C(=O)NC(C)c2ccccc2)o1 (stereo unspecified)	5%	3	1%	1%	3%	-12	0	0.4%	-9	0%	-2%

Arranged by SMILES length (ascending): some entries from above.
SMILES	Eya2 inh	KCNH2 3.1 block	PKM2 act	USP2a block	Chronic BCR inh	Giardia kill	Coupling enz	B2AR arrestin	KCNH2 WT inh	GALK inhibitor	uPA surface inh
Cc1nnc(SCC(=O)NCc2ccccc2Cl)[nH]c1=O	-2%	x	0%	0%	2%	-1	6	0.2%	-5	0%	-3%
C=CCN(CC=C)C(=O)c1ccc(OC2CCN(C(C)=O)CC2)c(OC)c1	-3%	-1	-4%	1%	-7%	1	-2	0.5%	2	0%	-1%
Cc1ccc(C(=O)OCC(=O)NCc2cccs2)cc1S(=O)(=O)N1CCOCC1	11%	8	2%	8%	u	36[activator]	1	0.0%	13	0%	1%

(listing goes on)
SMILES	Eya2 inh	KCNH2 3.1 block	PKM2 act	USP2a block	Chronic BCR inh	Giardia kill	Coupling enz	B2AR arrestin	KCNH2 WT inh	GALK inhibitor	uPA surface inh
CC(C)N(Cc1ccccc1)C(=O)COC(=O)C1CCN(c2ccc(C(F)(F)F)cn2)CC1	-20%	13	x	0%	11%	14	x	0.1%	-4	x	5%
COc1ccc(OCC(=O)NC2CCCN(Cc3ccc(Cl)cc3)C2)cc1 (stereo unspecified)	-19%	-27	0%	-8%	-5%	-17	x	-1.0%	25	3%	-2%
CCn1c(Cc2ccccc2)nnc1SCC(=O)Nc1ccc(OC)cc1	3%	4	-18%	-1%	6%	13	1	1.4%	9	1%	0%
CC(=O)Nc1ccc(-c2nc3ccccc3c(=O)o2)cc1	-27%	-6	x	2%	u	-13	0	-0.1%	-3	3%	1%
CC(C)(C)OC(=O)N/N=C\c1ccc(OC(=O)c2ccco2)cc1	u	4	5%	-4%	-3%	-13	0	-0.1%	2	-2%	-2%
COc1ccccc1C(=O)N1CCCC(c2nc(-c3cc(OC)c(OC)c(OC)c3)no2)C1 (stereo unspecified)	-11%	26	3%	4%	-3%	-22	0	-0.1%	8	-5%	2%
Cc1nc(C(=O)N2CCOCC2)sc1C1(C)CC(c2ccccc2)=NO1 (stereo unspecified)	-1%	-5	-3%	0%	1%	-15	0	-0.2%	5	-1%	11%
O=C(NC(=S)Nc1cccc(Cl)c1Cl)C1CC1	0%	5	1%	-1%	u	7	-2	-1.1%	-7	1%	-13%
CCn1cc(CN2CCC(C(=O)Nc3ccc(Oc4cccnc4)cc3)CC2)c(C)n1	9%	-15	-3%	3%	1%	6	x	-0.1%	20	2%	3%
COc1cc(OC)cc(C(=O)N(Cc2nc(-c3cccc(C)c3)no2)C(C)C)c1	-3%	-5	5%	-9%	u	0	-3	-0.8%	0	0%	-3%
C[C@@H]1O[C@@H](Oc2c(-c3ccc(O)c(O)c3)oc3cc(O)cc(O)c3c2=O)[C@H](O)[C@H](O)[C@H]1O	11%	-1&5	x	1%	0%	-23&2	x	-0.1%	7&4	x	15%&16%
